GRIN3A LBD mod: NR3A (human) ligand-binding domain modulation; 2.5% of 340,000 active; Tm shift relative to glycine control, % at 25 µM; AID 1259313; NR3A LBD differential scanning fluorimetry, Tm shift; 0% = protein alone, 100% = glycine-bound protein;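 active = melting temperature shift of at least 10% of the positive control shift, at one fixed dose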
Gli-Sufu block: blocks Gli-Sufu signaling in a luciferase reporter | Sufu-KO-LIGHT fibroblasts, Gli luciferase reporter luminescence | inhibition, % at 5 µM | 0.74% of 340,000 active | AID 588413;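 active = inhibition above about 55%, limit read from the data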;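 note: 0% = DMSO-treated cells and 100% = wells with medium but no cells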
APOBEC3A inh: human APOBEC3A DNA deaminase inhibition; recombinant A3A, FAM/TAMRA ssDNA deamination fluorescence; inhibition, % at 20 µM; 0.41% of 330,000 active;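 active = at least 40% inhibition at 20 µM here, with at most 30% in a related deaminase screen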;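 note: plate controls were A3A with DMSO for no effect and wells lacking A3A enzyme for full effect; some results filed as inactive read as strong as hits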
Target sequence (P31941 whole entry, looked up): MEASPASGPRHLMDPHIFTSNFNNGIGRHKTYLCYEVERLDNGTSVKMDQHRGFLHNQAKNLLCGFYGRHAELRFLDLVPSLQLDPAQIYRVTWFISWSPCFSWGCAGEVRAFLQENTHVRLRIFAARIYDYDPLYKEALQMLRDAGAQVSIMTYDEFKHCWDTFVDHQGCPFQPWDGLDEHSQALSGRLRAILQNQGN
APOBEC3G inh: blocks human APOBEC3G single-stranded DNA deamination; Q9HC16; recombinant A3G, ssDNA deamination FAM/TAMRA fluorescence; inhibition, % at 20 µM; 0.28% of 330,000 active; AID 493012;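 active = inhibition of at least 40% at 20 µM, with no more than 30% in the related APOBEC3A deaminase screen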;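 note: plate controls were DMSO wells with A3G for no effect and wells lacking A3G enzyme for full effect; some compounds called inactive have numbers as strong as hits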
Target sequence (Q9HC16 whole entry, looked up): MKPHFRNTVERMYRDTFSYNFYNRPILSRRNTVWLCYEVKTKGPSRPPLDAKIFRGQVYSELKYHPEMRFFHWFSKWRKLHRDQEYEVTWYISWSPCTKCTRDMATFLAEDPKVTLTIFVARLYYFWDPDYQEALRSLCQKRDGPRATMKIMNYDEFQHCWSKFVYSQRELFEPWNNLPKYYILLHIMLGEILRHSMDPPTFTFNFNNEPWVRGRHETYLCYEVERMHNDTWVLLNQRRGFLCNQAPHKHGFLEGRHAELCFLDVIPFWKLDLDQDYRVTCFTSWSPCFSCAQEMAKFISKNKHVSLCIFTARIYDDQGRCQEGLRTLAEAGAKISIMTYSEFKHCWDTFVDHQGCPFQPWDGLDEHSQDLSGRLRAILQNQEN
EBI2 block: antagonists of human EBI2 receptor. inhibition, % at 5 µM. 0.81% of 360,000 active. AID 651636. EBI2 beta-arrestin recruitment, luminescence, 7a,25-OHC stimulated; in the data active = inhibition above about 38%;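 note: enzyme fragment complementation signal reports receptor beta-arrestin coupling in cells; 0% = agonist plus DMSO wells and 100% = wells without agonist; some results beyond the cut were filed as inactive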
Target sequence (P32249 whole entry, looked up, the tested form may be a part): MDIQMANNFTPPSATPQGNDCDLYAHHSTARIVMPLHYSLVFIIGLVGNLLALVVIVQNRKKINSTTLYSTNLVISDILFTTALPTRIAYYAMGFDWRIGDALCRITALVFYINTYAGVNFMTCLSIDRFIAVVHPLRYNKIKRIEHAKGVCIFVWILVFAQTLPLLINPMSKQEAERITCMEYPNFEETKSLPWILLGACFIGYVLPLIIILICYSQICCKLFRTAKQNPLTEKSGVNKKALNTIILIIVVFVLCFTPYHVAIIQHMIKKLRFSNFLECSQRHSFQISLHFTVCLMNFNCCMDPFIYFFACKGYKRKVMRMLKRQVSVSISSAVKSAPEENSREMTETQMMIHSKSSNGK
CCR6 antagonist: CCR6 (human) receptor antagonism; P51684; CHO-K1 CCR6 PathHunter beta-arrestin, luminescence, CCL20-stimulated; inhibition, % at 20 µM; 0.49% of 340,000 active; AID 493098;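 active = compounds whose inhibition of the agonist-driven luminescence signal at 20 µM reaches about 50%, limit read from the data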;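 note: cells stimulated with CCL20 at 14 nM final; plate controls were DMSO with CCL20 for no effect and DMSO without agonist for full effect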
MPTP block: blocks calcium-induced mitochondrial swelling | isolated mouse mitochondria, Ca2+ swelling absorbance, 30 min | inhibition, % at 10 µM | 1.4% of 360,000 active;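 active = inhibition of 50% or more, scaled per plate between neutral and stimulator controls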;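 note: 0% = DMSO wells given calcium and 100% = 1 mM EGTA wells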
CXCR6 inh: blocks human CXCR6 beta-arrestin recruitment; 0.36% of 360,000 active; inhibition, % at 20 µM; O00574; AID 602244; CHO-K1 PathHunter CXCR6 beta-arrestin, luminescence; in the data active = inhibition above about 34%, passing the limit was not always enough;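 note: antagonist mode with CXCL16 agonist at 10 nM final; 0% = 10 nM CXCL16 with DMSO and 100% = unstimulated wells without agonist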
Starred values were filed as active, the others as inactive; . = not tested or not shown; & = joins results of further samples.

molecule | GRIN3A LBD mod | Gli-Sufu block | APOBEC3A inh | APOBEC3G inh | EBI2 block | CCR6 antagonist | MPTP block | CXCR6 inh
COc1ccc(C(=O)/C=C/C(=O)N(Cc2ccc(F)cc2)C(C(=O)NC2CCCCC2)c2ccncc2)c(O)c1 (centres undefined) | 4 | 17 | -1 | -2 | 27 | 13 | 1.2 | 6
O=C(Nc1cccc(S(=O)(=O)N2CCCCCC2)c1)c1ccc2ccccc2n1 | -5 | -24 | -1 | -1 | 20 | 20 | 0.6 | 0
O=C(COC(=O)CCC(=O)c1cccs1)NCc1ccc(Cl)cc1 | -2 | 19 | 0 | -7 | 4 | 10 | 1.1 | -1
CCCn1c(C(C)Nc2nc(C)cs2)nc2cc(Cl)c(Cl)cc21 (centres undefined) | -5 | 8 | -4 | -3 | 18 | 17 | -0.5 | 0
CCCC(=O)Nc1ccc(-c2cn3cccnc3n2)cc1 | . | 1 | -1 | -4 | -12 | -5 | 1.1 | -1
O=C(CN1C(=O)c2ccccc2S1(=O)=O)c1ccc(Cl)cc1Cl | -2 | 90* | -2 | 9 | -11 | -2 | -0.3 | -9
CCOc1ccc(Br)cc1S(=O)(=O)N1CCSC1 | -4 | -16 | -5 | -5 | 4 | 7 | 0.2 | 9
COc1ccc(C(=O)/C=C/N(C)C)cc1 | -2 | -10 | 0 | -1 | 2 | 10 | 1.0 | 1
COc1cccc(-c2nc(CS(=O)(=O)CC(=O)NCCN3CCOCC3)c(C)o2)c1 | -4 | 77* | 0 | -2 | 0 | 18 | 1.5 | -5
COc1ccc(OC)c(N(CC(=O)N2CCC(C)CC2)S(=O)(=O)c2ccccc2)c1 | 1 | 11 | 9 | -5 | 11 | 8 | -1.1 | 6
Oc1ccc2ccccc2c1CNc1ccc(Br)cn1 | 25* | 3 | -1 | -2 | 3 | 1 | 3.0 | -6
COc1ccc(Cl)cc1N(CC(=O)N/N=C/c1ccc(OC(C)C)cc1)S(=O)(=O)c1ccc(C)c([N+](=O)[O-])c1 | -10 | 8 | 2 | 0 | 11 | 11 | 4.4 | 5
CCn1ncc(/C=N/NS(=O)(=O)c2ccc(Cl)cc2)c1C | -3 | 7 | 2 | -3 | -2 | 8 | -0.3 | -4
COc1ccc(CCCc2nnc(SCC(=O)NN)o2)cc1 | 0 | -6 | 0 | -5 | 2 | 5 | -2.3 | 9
COc1ccc(-n2cnc(N)c2C(=O)c2cccc([N+](=O)[O-])c2)cc1 | 0 | -11 | 2 | -9 | 28 | 12 | -2.0 | -1
Cc1cc(C)cc(NC(=O)Nc2ccc(NC(=O)c3ccccc3O)cc2)c1 | 25* | 9 | -6 | -13 | 3 | 11 | 0.8 | -6
CCC(C(=O)OCC(=O)Nc1cccc(C(C)=O)c1)c1ccccc1 (centres undefined) | 3 | 13 | 1 | -2 | -4 | 11 | 2.9 | -18
COc1ccc(C(=O)NCc2cn3cccc(C)c3n2)cc1OC | -3 | 8 | 0 | 2 | -7 | -5 | -0.2 | -2
O=S(=O)(Nc1ccccc1)c1cccc2nonc12 | -1 | -8 | -9 | 4 | 0 | 6 | 1.2 | 13
O=C(O)c1cc(S(=O)(=O)N2CCCCC2)ccc1N1CCCC1 | 2 | -4 | 7 | 1 | -9 | -2 | -1.7 | 0
Cc1cc(C(=O)N2CCc3ccccc3C2)no1 | 0 | 5 | 2 | -1 | -5 | -13 | 1.2 | 2
CCOc1ccc(/C=N/NC(=O)C2CC2)c(OCC)c1 | -2 | 33 | -4 | -4 | -9 | 4 | 0.3 | -1
C=CCn1c(SCCCC)nc(O)cc1=O | -1&1 | 5&5 | -2&-2 | -4&-3 | 5&-6 | -14&-5 | 0.6&1.8 | -4&-4
C#Cc1ccc([C@@H]2C=C(C(=O)NC3CC3)O[C@H](OCC)[C@H]2CCCO)cc1 | 0 | -8 | -3 | -6 | 6 | -1 | -0.1 | -2
CCN(CC)S(=O)(=O)c1ccc2c(c1)N(CC(=O)N1CCCC1)C(=O)CO2 | -1 | 15 | 1 | -4 | -7 | 17 | -0.7 | 8
C/C=C/COC(=O)c1[nH]c2c(c1C)C(=O)CC(c1ccco1)C2 (centres undefined) | -4 | 56* | 26 | 14 | 1 | 24 | 1.0 | -1
Cc1ccc(S(=O)(=O)N2CCN(C(=O)COC(=O)Cc3ccc(Cl)cc3)CC2)c(C)c1 | 0 | 0 | 3 | -2 | 3 | -3 | -2.1 | -1
COC(=O)c1ccc(NC(=O)CSc2nnc(C)n2CC2CCCO2)cc1 (centres undefined) | 1 | 12 | -4 | -11 | -7 | -2 | -0.5 | 2
Cc1ccc(-n2c(Cc3cccn3C)nnc2SCC(=O)N2CCN(c3ccccc3)CC2)cc1 | 1 | 6 | 4 | 3 | 5 | 4 | -2.5 | 0
CSc1nc(N)c(C(=O)Nc2ccc([N+](=O)[O-])cc2)s1 | -20 | 0 | -2 | 3 | 3 | 3 | 0.4 | 0
Cc1oc(-c2ccc(Cl)cc2)nc1CS(=O)CC(=O)NC1CCCC1 (centres undefined) | -1 | -7 | 0 | 2 | -9 | 1 | -1.8 | 5
Cc1ccc(C(=O)NCc2cccnc2)o1 | -1 | -2 | -1 | -8 | 0 | -5 | -1.9 | -1
Cc1nc(C(C)NC(=O)c2cc(COc3ccc(F)c(F)c3)on2)cs1 (centres undefined) | 0 | 0 | -2 | -5 | -5 | 8 | 1.8 | -3
O=C(CSc1nnc2scc(-c3ccccc3)n12)NCC1CCCO1 (centres undefined) | 0 | -2 | 0 | -6 | -2 | -6 | -0.1 | -1
CC1CCc2c(C(=O)NCc3ccccn3)csc2C1 (centres undefined) | 2 | -34 | -1 | 0 | -6 | -15 | -6.0 | 6
O=C(O)C1CC=CCC1C(=O)Nc1ccc(Oc2ccc(Cl)cc2)cc1 (centres undefined) | -3 | -7 | -5 | -4 | 0 | -1 | 0.7 | 2
O=C(O)c1ccccc1N(Cc1ccccc1)C(=O)CO/N=C/c1ccccc1 | 1 | -9 | -1 | -6 | 2 | 5 | 2.4 | -4
COCCNC(=O)c1cn(Cc2c(F)cccc2Cl)nn1 | 0 | -1 | -3 | -4 | -2 | -12 | 0.5 | 2
CCCCNS(=O)(=O)c1ccc(NC(=O)c2c(-c3ccccc3Cl)noc2C)cc1 | 0 | 1 | 1 | -1 | 12 | 7 | 1.1 | -6
C/C(=N\O)c1ccc2c(c1)OCCO2 | 0 | -9 | 4 | -4 | -4 | 1 | 0.2 | 0
O=C(Cc1sc(-c2ccccc2Cl)nc1-c1ccccc1)Nc1ccc(F)cc1 | 0 | 9 | -1 | -5 | 22 | 6 | 2.0 | -12
COc1ccc(Oc2c(C(F)(F)F)oc3cc(OCC(=O)O)ccc3c2=O)cc1 | 0 | 5 | 1 | 2 | -2 | 3 | 1.3 | 6
CC(C)(C)C(=O)COC(=O)c1ccc(O)cc1 | 3 | 2 | -3 | -7 | -7 | 1 | -0.9 | -4
O=C(CCNS(=O)(=O)c1ccc(Br)s1)NCc1ccccc1 | -1 | 3 | -5 | -7 | -12 | 9 | -2.4 | 0
Cc1ccc(NC(=O)c2cc(N3C(=O)CCC3=O)ccc2N2CCOCC2)cc1 | -2 | -11 | -3 | -7 | -3 | 13 | -0.5 | 3

Three compounds from above, ordered by heavy-atom count, smallest number first:
molecule | GRIN3A LBD mod | Gli-Sufu block | APOBEC3A inh | APOBEC3G inh | EBI2 block | CCR6 antagonist | MPTP block | CXCR6 inh
C=CCn1c(SCCCC)nc(O)cc1=O | -1&1 | 5&5 | -2&-2 | -4&-3 | 5&-6 | -14&-5 | 0.6&1.8 | -4&-4
O=S(=O)(Nc1ccccc1)c1cccc2nonc12 | -1 | -8 | -9 | 4 | 0 | 6 | 1.2 | 13
CCCCNS(=O)(=O)c1ccc(NC(=O)c2c(-c3ccccc3Cl)noc2C)cc1 | 0 | 1 | 1 | -1 | 12 | 7 | 1.1 | -6

The listing continues.
molecule | GRIN3A LBD mod | Gli-Sufu block | APOBEC3A inh | APOBEC3G inh | EBI2 block | CCR6 antagonist | MPTP block | CXCR6 inh
COc1ccccc1NS(=O)(=O)c1cc(NC(=O)CCNC(C)=O)ccc1N1CCCCC1 | -2 | -3 | 0 | -7 | 3 | 10 | -2.1 | -1
O=C(CC1C(=O)NCCN1C/C=C/c1ccccc1)NCCc1ccncc1 (centres undefined) | 0 | 1 | -1 | -7 | -1 | 3 | 1.0 | -2
O=C(c1ccc2c3c(cccc13)CC2)C1CCCN(C(=O)c2cccnc2)C1 (centres undefined) | -2 | 7 | -8 | -5 | -1 | 1 | 3.6 | -11
Cc1ccc(NC(=O)N[C@@H](CC(C)C)C(=O)O)c(C)c1 | -6 | -1 | -5 | -5 | 2 | -2 | -0.2 | 2
Cc1cc(Oc2ccc(-c3ccccc3)cc2)n2ncnc2n1 | -2 | -12 | -2 | -8 | 21 | 12 | 0.0 | 7
Cc1ccc(NC(=O)Cn2c(=O)oc3ccccc32)cc1C | 3 | -14 | -4 | -2 | -2 | 3 | 2.1 | -5
O=C(O)c1ccccc1OC(=O)C12CC3CC(CC(C3)C1)C2 | -1 | -3 | 0 | -4 | -7 | 10 | -0.6 | -1
COc1ccc(NC(=O)c2cnc(SC)nc2C)c(OC)c1 | -132 | -5 | 1 | -1 | 10 | -3 | -0.8 | 0
COc1ccc2cc(CNCCOCCOCCNCc3ccc4cc(OC)ccc4c3)ccc2c1 | -2 | 1 | . | . | -26 | 22 | 97* | -9
C=CCn1c(SCCOc2ccc(OC)cc2)nnc1C(C)NC(=O)Cc1ccc(OC)cc1 (centres undefined) | 0 | 1 | -2 | -5 | 0 | 13 | -0.7 | 5
Cc1cc(C)cc(NS(=O)(=O)c2ccc3[nH]cc(C(=O)NCc4ccco4)c(=O)c3c2)c1 | 9 | 14 | 3 | 0 | -11 | -1 | 0.5 | 10
COC(=O)[C@]1(C)N[C@H](CN(C)C(=O)Nc2ccc(F)cc2)[C@@H]2C(=O)N(C)C(=O)[C@@H]21 | 1 | 1 | -3 | -4 | -4 | 0 | -0.7 | -5
CC(C)OC(=O)CSc1nnc(-c2ccccn2)n1C | 0 | -3 | -2 | -8 | -20 | -12 | 0.3 | 6
O=C(NCCNc1ccc([N+](=O)[O-])cc1C(F)(F)F)c1ccccc1F | -10 | 13 | -3 | -6 | 9 | 24 | -1.4 | 8
CCN(CC)CCN(C(=O)c1ccc2c(c1)CCCC2)c1nc2ccc(C)cc2s1 | 1 | 24 | 0 | -1 | -12 | 1 | 0.5 | 9

Single records, as listed above. Order of screens: GRIN3A LBD mod	Gli-Sufu block	APOBEC3A inh	APOBEC3G inh	EBI2 block	CCR6 antagonist	MPTP block	CXCR6 inh
CCCn1c(C(C)Nc2nc(C)cs2)nc2cc(Cl)c(Cl)cc21 (centres undefined) as listed: -5	8	-4	-3	18	17	-0.5	0
Cc1oc(-c2ccc(Cl)cc2)nc1CS(=O)CC(=O)NC1CCCC1 (centres undefined) as listed: -1	-7	0	2	-9	1	-1.8	5
COc1ccc(OC)c(N(CC(=O)N2CCC(C)CC2)S(=O)(=O)c2ccccc2)c1 as listed: 1	11	9	-5	11	8	-1.1	6
COC(=O)c1ccc(NC(=O)CSc2nnc(C)n2CC2CCCO2)cc1 (centres undefined) as listed: 1	12	-4	-11	-7	-2	-0.5	2
O=C(COC(=O)CCC(=O)c1cccs1)NCc1ccc(Cl)cc1 as listed: -2	19	0	-7	4	10	1.1	-1

Source: PubChem
